human PMI inhibition: MPI enzyme activity inhibition – biochemical, fluorescence intensity, coupled assay, primary screen (AID 1209); inhibition, % at 20 µM, or IC50 in µM where a hit was titrated; purified PMI enzyme, coupled fluorescence intensity; higher % means a stronger effect; actives 0.42% (n = 190,000);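 also: plate controls were DMSO vehicle for no effect and wells lacking substrate for full effect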
K1F lysis inhibition: inhibition of K1F phage lysis, E. coli UTI89, bacterial capsule biogenesis inhibitors, alamar blue (AID 488966); E. coli UTI89 K1F phage lysis, alamar blue, 2 h; higher % means a stronger effect; inhibition, % at 100 µM; hits with a dose series show IC50 in µM; actives 0.02% (n = 340,000);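 active = phage lysis inhibition, versus mean bacterial control, above a set limit; inconclusive = no clear call, values can overlap the other calls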;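 also: capsule biogenesis inhibitors block K1F phage lysis so surviving cells raise fluorescence; higher fluorescence means more inhibition of phage lysis; actives were called in the ten point dose series up to 300 µM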
T cell HTS: T cell immune modulators affecting CD8 T cell-vesicle binding; 2C CD8+ T cell-vesicle binding, flow cytometry; active compounds read low; calls only at 7 µM; actives 0.068% (n = 330,000); AID 2052;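 active = response, share of CD8 T cells binding vesicles, and their 90th percentile fluorescence all below set limits, cut at about 80% in these data, passing the limit was not always enough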
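Assay system – 2C mouse CD8+ T cells · Also added – QL9-loaded Drosophila micro-vesicles · Timing – Cell–vesicle co-incubation 1.5 h at 37 °C, staining 20 min on ice · Signal – flow cytometry of vesicle-bound cells · Measure – percent CD8+ FL2 mean versus row control · Controls – Peptide-free naked vesicles (low) and QL9 vesicles with 0.7% DMSO vehicle (high)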
PMI inhibition: human PMI inhibitors, high substrate, primary screen, biochemical, fluorescence intensity, high mannose 6-phosphate (AID 1220). recombinant PMI enzyme, coupled fluorescence intensity; higher % means a stronger effect. one-dose inhibition, % at 20 µM; IC50 in µM for titrated hits. actives 0.66% (n = 190,000)
West Nile antiviral: West Nile virus antiviral activity, cell-based, CPE readout (AID 1621); West Nile virus-infected cells, CPE inhibition; higher % means a stronger effect; CPE inhibition, % at 10 µM, or IC50 in µM where a hit was titrated; actives 0.02% (n = 290,000); in the data active = a potency from the dose series; inconclusive = CPE inhibition mostly from about 3.7% at the one dose, without a potency; inactive = the rest, 99 in 100 with CPE inhibition below about 2.2%; also: strong numbers were not always called active
M17LAP inhibition: P. falciparum M17LAP inhibitors, primary screen, biochemical, fluorogenic H-Leu-NHMec substrate, 1536-well (AID 1619); actives 0.38% (n = 220,000); recombinant M17LAP, H-Leu-NHMec fluorogenic kinetic assay; higher % means a stronger effect; inhibition, % at 30 µM; hits with a dose series show IC50 in µM;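 active = compound inhibiting the enzyme by more than half at any dose during confirmatory dose-response retesting; inconclusive = strong single-dose inhibitors picked by rank but not retested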;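 also: plate controls were full reaction with DMSO carrier for no effect and no enzyme background for full effect; strong numbers were not always called active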
M1AAP inhibition: malaria alanyl aminopeptidase activity blockers – biochemical, fluorogenic H-Leu-NHMec substrate, 1536-well (AID 1445); recombinant M1AAP, H-Leu-NHMec fluorogenic kinetic assay; higher % means a stronger effect; inhibition, % at 30 µM, or IC50 in µM where a hit was titrated; actives 0.42% (n = 220,000);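 active = primary inhibition above the hit cutoff, then over 50% inhibition at one or more dose response concentrations, cut at about 23% in these data, passing the limit was not always enough; inconclusive = conflicting primary data, or primary hits not chosen for dose response; inactive = low primary inhibition, or under 50% at every dose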;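 also: plate controls were DMSO full reaction for no effect and no enzyme background for full effect; strong numbers were not always called active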
RSV CPE inhibition: inhibition of RSV-induced cytopathic effect – HEp-2 cells, primary 10 µM value included (AID 2391); HEp-2 cells, RSV-induced CPE inhibition; higher % means a stronger effect; one-dose CPE inhibition, % at 10 µM; IC50 in µM for titrated hits; actives 0.13% (n = 310,000); in the data active = a potency from the dose series; inconclusive = CPE inhibition mostly from about 23% at the one dose, without a potency; inactive = the rest, 99 in 100 with CPE inhibition below about 21%; also: strong numbers were not always called active
TNAP activators: human TNAP enzyme activators, primary screen, biochemical, luminescent, no phosphate acceptor, uHTS (AID 1001); purified TNAP, luminescent activation assay, no phosphate acceptor; higher activation fold means a stronger effect; actives 0.03% (n = 200,000); activation fold at 20 µM; hits with a dose series show EC50 in µM; in the data active = activation fold from about 3, or a potency from the dose series; inactive = the rest, 99 in 100 with activation fold below about 1.6; also: many of its hits are not listed in these tables
T cell HTS vesicle-bound %: further read-out of T cell HTS, marked with its call; double positive events, %; measured here: CD8+ vesicle-bound cell fraction;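 binding gate set so that unloaded-vesicle control wells show 10% double positive cells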
Numbers without * were called inactive; i = inactive; ? = inconclusive; · = not tested or not shown; [ ] = dose if it differs, or a comment. Rule as the data show it, unless noted: active = inhibition above about 50%; inactive = the rest.

SMILES	human PMI inhibition	K1F lysis inhibition	T cell HTS	T cell HTS vesicle-bound %	PMI inhibition	West Nile antiviral	M17LAP inhibition	M1AAP inhibition	RSV CPE inhibition	TNAP activators
COC(=O)c1ccc(NC(=O)CCS(=O)(=O)c2ccc(Br)cc2)cc1	-1.8%	0.2%	i	24.0	-7.7%	0.8%	-13.8%	4.0%	0.4%	1.1
COC(=O)Cc1[nH]nc2c1C1(CCSCC1)C(C#N)=C(N)O2	9.6%	0.1%	i	8.2	6.3%	0.2%	15.8%	-3.2%	0.1%	1.1
Cc1nc2cccc(C)n2c(=O)c1Cl	2.5%	0.4%	i	54.9	-3.4%	0.1%	-1.2%	5.1%	1.8%	1
CC(OC(=O)CNC(=O)c1ccc2c(c1)OCO2)C(=O)NCCC1=CCCCC1 (stereo not drawn)	-0.7%	0.7%	i	48.4	-2.5%	0.0%	-8.6%	5.7%	-0.1%	1.1
CCCCC(=O)Nc1ncc2c(n1)CC(C)(C)CC2=O	13.8%	0.5%	i	59.4	25.4%	0.1%	16.4%	-2.8%	0.0%	1.1
COc1cc(OC)cc(C(=O)N2CCN(Cc3ccc4c(c3)OCO4)CC2)c1	·	-0.6%	i	67.4	·	-1.1%	·	·	0.5%	·
Cc1nnc(SCc2ccccc2C#N)n1-c1ccccc1	16.6%	4.2%	i	36.4	17.2%	-0.7%	-1.8%	4.2%	4.2%	1.1
COc1ccc(-c2noc(CCC(=O)Nc3cc(OC)ccc3OC)n2)cc1	13.0%	-0.1%	i	58.8	13.3%	-0.2%	5.3%	5.5%	17.3%	1.1
CCOC(=O)C1=C(c2ccccc2)OC(N)=C(C#N)C1c1ccncc1 (stereo not drawn)	3.6%	-3.5%	i	43.7	15.7%	0.2%	7.4%	1.1%	-0.1%	1
CC(OC(=O)CCc1nc2ccccc2c(=O)[nH]1)C(=O)Nc1ncc(Cl)cc1Cl (stereo not drawn)	-9.0%	·	i	48.2	-2.3%	0.3%	6.3%	1.3%	0.5%	1.1
COC(=O)c1cc(Br)ccc1OC(=O)c1cccnc1	13.6%	-0.5%	i	60.7	9.5%	0.8%	-14.4%	-0.1%	0.6%	1.1
COc1ccc(C(CNc2ncnc3sccc23)N(C)C)cc1OC (stereo not drawn)	·	1.5%	i	26.9	·	-0.8%	·	·	1.4%	·
CCOc1ccc(CCNC(=O)C2=C(C)C(=O)OC23CCC(C)CC3)cc1 (stereo not drawn)	-9.0%	-0.3%	i	30.7	-4.3%	-0.4%	-24.1%	3.0%	0.1%	1
O=C(NCc1ccc(Cl)cc1)c1noc2c1CCCCC2	17.4%	2.2%	i	46.0	15.7%	-0.8%	-9.8%	-0.9%	4.3%	1.1
C/C=C/C(=O)Nc1ccc(N2CCN(c3ccc(C(F)(F)F)cn3)CC2)nc1	·	0.1%	i	23.0	·	-0.1%	8.1%	0.5%	·	·
CCOc1ccc(C(CC(=O)O)NC(=O)C(Sc2ccccc2)c2ccccc2)cc1 (stereo not drawn)	-2.2%	·	i	38.1	5.4%	1.7%	12.4%	14.9%	-1.4%	1.1
CCOC(=O)C1CCCN(Cc2c(Cl)cccc2Cl)C1 (stereo not drawn)	8.3%	2.9%	i	28.4	-3.8%	-0.1%	-2.8%	-1.2%	-0.7%	1.2
N#Cc1nc(-c2cccs2)oc1NCc1ccco1	17.9%	-0.3%	i	9.2	12.1%	-0.5%	-87.5%	8.4%	-0.1%	1.1
COc1ccc(CNc2ccc3c(c2)ncn3-c2ccccc2OC)cc1	16.3%	7.0%	i	6.5	10.9%	1.4%	5.9%	22.6%	11.0%	1.2
Cc1cccc2nc(CNC(=O)C3CCC(=O)N(Cc4ccccc4F)C3)cn12 (stereo not drawn)	·	0.1%	i	24.2	·	-0.2%	·	·	2.1%	·
Cc1noc(C)c1/C=N/Nc1ccc2ccccc2n1	-8.3%	0.1%	i	14.1	-12.5%	0.0%	-3.4%	4.6%	-0.3%	1.1
CCC(C)NS(=O)(=O)c1ccc(OC)c(Cl)c1Cl (stereo not drawn)	3.1%	1.6%	i	45.4	4.9%	0.1%	8.5%	3.4%	1.4%	1.1
CC1CN(C(=O)CSc2nnc(-c3ccc(Cl)cc3)n2C)CC(C)O1 (stereo not drawn)	5.5%	4.4%	i	64.8	1.5%	-0.3%	-2.7%	10.1%	7.0%	1.1
c1ccc(-c2nn3c(C4CCCCC4)nnc3s2)nc1	7.9%	0.4%	i	17.9	6.7%	0.2%	-4.8%	7.8%	1.0%	1.1
CC(C)OC(=O)c1ccc(NC(=O)c2ccco2)cc1	5.2%	0.1%	i	53.8	6.2%	0.4%	-1.4%	0.6%	2.3%	1
COc1cc2ccccc2cc1C(=O)Nc1sc2c(c1C(N)=O)CCN(C(C)C)C2	·	0.2%	i	55.5	·	-1.2%	·	·	-2.2%	·
COc1ccccc1NC(=O)N1CCN(c2ccc3nnc(-c4ccc(F)cc4)n3n2)CC1	·	0.1%	i	17.0	·	1.0%	9.4%	1.4%	20.8%	·
OCC[C@@H]1C[C@H](O)[C@@H](O)[C@@]2(CCc3ccccc3CO2)O1	·	-0.1%	i	15.1	·	0.0%	·	·	-1.1%	·
CCC(C)NC(=O)c1cc2c(=O)n3cccc(C)c3nc2s1 (stereo not drawn)	·	-0.1%	i	27.4	·	-0.3%	·	·	4.1%	·
CCc1cc(C(c2ccccn2)N2CCN(C)CC2)c(NC(=O)c2ccccc2)s1 (stereo not drawn)	10.9%	-2.3%	i	43.0	12.5%	·	8.0%	1.9%	1.4%	1.1
Clc1ccccc1Cn1nnc2c(NCC3CC3)ncnc21	-7.3%	2.4%	·	·	-1.6%	-0.8%	5.7%	7.1%	2.4%	1.1
COc1ccccc1Nc1nc(-c2sc(NC(=O)c3ccccc3)nc2C)cs1	11.0%	2.0%	i	14.1	17.9%	-0.4%	23.5%	9.8%	4.5%	1
Cn1c(SCc2cccc(Br)c2)nc2ccccc2c1=O	·	-0.1%	i	57.8	·	-1.1%	·	·	3.7%	·
CC(=O)c1cccc(NC(=O)CCN2C(=O)C3C4CCC(C4)C3C2=O)c1 (stereo not drawn)	·	0.5%[50 µM]	i	22.4	·	0.0%	·	·	0.5%	·
Cc1ccccc1-c1nc(CS(=O)CC(=O)NCc2ccccn2)c(C)o1 (stereo not drawn)	·	0.1%	i	15.9	·	0.0%	·	·	0.6%	·
O=P1(Nn2cnnc2)C=C(c2ccccc2)OC(c2ccccc2)=C1	7.0%	0.2%	i	2.9	8.4%	0.0%	21.0%	-0.1%	0.7%	1.1
COCCCNC(=O)C(=O)NC1CCCCC1C (stereo not drawn)	-7.0%	-0.8%	i	20.3	-3.1%	0.0%	3.6%	7.7%	-0.3%	1.1
O=[N+]([O-])c1ccccc1S(=O)(=O)Oc1ccc(C(=S)N2CCOCC2)cc1	7.9%	-0.1%	i	55.5	-5.3%	-1.2%	-16.7%	2.0%	5.2%	1.2
Cc1cccc(OCC(=O)NCC(=O)N/N=C/c2ccccc2)c1	·	0.1%	i	34.9	·	-0.6%	·	·	9.1%	·
CCC(CO)NC(=O)c1cccc(S(=O)(=O)N2c3ccccc3CC2C)c1 (stereo not drawn)	1.6%	-0.2%	i	49.5	1.9%	0.0%	5.8%	1.3%	0.1%	1.2
Cc1cc(S(=O)(=O)N2CCCC2)ccc1OCC(=O)N1CCCCC1	·	0.1%	i	22.3	·	0.0%	·	·	0.4%	·
O=C(CNC(=S)N(Cc1ccccc1)Cc1ccccc1F)NCCc1ccc(Cl)cc1	14.2%	-0.1%	i	43.8	2.1%	-1.9%	8.0%	-3.0%	1.7%	1.3
COc1cc(NC(=O)NCC2CCN(Cc3ccc(C)cc3)CC2)cc(OC)c1OC	·	-0.2%	i	6.3	·	-0.8%	·	·	0.2%	·
C/C(=N/NC(=O)c1ccc2c(c1)OCO2)c1cccc(NC(=O)C(C)(C)C)c1	15.0%	1.2%	i	59.7	20.1%	-0.5%	-0.2%	0.6%	1.7%	1.1
Cc1ccc(-c2nn(-c3ccccc3)cc2C(=O)NCCCN2CCOCC2)cc1	·	0.2%	i	8.8	·	-0.7%	·	·	0.0%	·
O=C(O)CCN1C(=O)/C(=C\c2cccc(OCc3ccccc3)c2)SC1=S	·	-0.1%	i	23.0	·	-1.0%	·	·	21.3%	·
CCc1ccc2c(COC(=O)c3n[nH]c4ccccc34)cc(=O)oc2c1	2.1%	-0.1%	i	53.1	1.0%	-0.7%	1.0%	1.8%	20.6%	1.2
CCc1ccc(NC(=O)CN2C(=O)COc3ccc(S(=O)(=O)N4CCCC4)cc32)cc1	·	-0.1%	i	54.8	·	-0.8%	·	·	2.9%	·
Cc1cc(=O)n2c(n1)SCOC2	·	1.3%	i	57.0	·	?	-1.4%	-5.8%	1.1%	·
Cc1nc2cc(C(F)(F)F)ccc2n1CCNc1nc(-c2ccc([N+](=O)[O-])c(Cl)c2)cs1	·	-0.3%	i	58.3	·	0.6%	·	·	4.3%	·
Fc1ccccc1CCNc1nnnn1-c1ccccc1	9.6%	0.7%	i	39.0	0.5%	0.2%	-4.9%	-1.4%	0.7%	1.1
Cc1ccc(CNC(=O)c2cc(C)nn2-c2ccccc2)cc1	·	-0.1%	i	7.9	·	-0.8%	6.8%	0.5%	-0.2%	·
Cc1ccc2nc(SC(C)C(=O)N3CC(C)OC(C)C3)[nH]c2c1 (stereo not drawn)	-0.7%	0.1%	i	41.6	10.5%	0.7%	-0.3%	4.8%	0.5%	1.2
CCc1ccc(S(=O)(=O)NCCc2cn3cccc(C)c3n2)s1	0.1%	0.6%	i	55.4	7.7%	-0.6%	1.4%	-0.8%	-0.8%	1.1
Cc1ccc(O)c(CNc2cccc3cccnc23)c1	34.8%	0.1%	i	27.8	63.8%*	-0.7%	7.4%	5.2%	3.3%	1.1
CCCn1nnnc1NCc1ccccc1OCC	·	1.1%	i	57.7	·	0.0%	·	·	0.8%	·

Screens: PubChem BioAssay, several laboratories
